DT40 TDP1 no CPT: qHTS for Inhibitors of human tyrosyl-DNA phosphodiesterase 1 (TDP1): qHTS in cells in absence of CPT; DT40 Tdp1-/- hTDP1 cells, no CPT, ATP luminescence, 48 h; 420,000 compounds, 15% hits; Potency, µM (top dose mostly 46.2 µM), without a hit: at the highest dose activity change, negative = growth inhibition, hits mostly inhibitors; AID 686978, 2013; note: nearly all actives have a fitted effect of over 55% in size
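Growth of hTDP1-complemented DT40 Tdp1-knockout cells is measured by ATP luminescence after at least 48 hr compound exposure at 37 °C, with DMSO substituting for the 20 nM CPT used in the parallel screen.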
KAT2A inh: blocks human GCN5L2 histone acetyltransferase; 390,000 compounds, 0.21% hits; Q92830; GCN5L2 HAT assay, ThioGlo1 CoA-SH fluorescence; Potency, µM (top dose mostly 58.9 µM), inactives show at the highest dose activity change, negative = inhibition, most hits filed as inhibitors
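GCN5L2 (20 nM) in 50mM HEPES pH 7.5, 0.1mM EDTA, 0.01% Tween-20 preincubated 15 min with compounds at room temperature. Reaction started with H3(1-25) 75uM, acetyl-CoA 70uM, ThioGlo1 50uM; CoA-thiol fluorescence (Ex340/Em540) read at 0 and 20 min.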
TDP1 block: blocks human tyrosyl-DNA phosphodiesterase 1; Q9NUW8; recombinant TDP1, AlphaScreen DNA substrate cleavage; Potency, µM (titrated, usually from 130 µM), inactives show at the highest dose activity change, negative = inhibition, usual class: inhibitors; 350,000 compounds, 0.28% hits; note: nearly all actives have a fitted effect of over 40% in size
Target sequence (Q9NUW8 whole entry, looked up): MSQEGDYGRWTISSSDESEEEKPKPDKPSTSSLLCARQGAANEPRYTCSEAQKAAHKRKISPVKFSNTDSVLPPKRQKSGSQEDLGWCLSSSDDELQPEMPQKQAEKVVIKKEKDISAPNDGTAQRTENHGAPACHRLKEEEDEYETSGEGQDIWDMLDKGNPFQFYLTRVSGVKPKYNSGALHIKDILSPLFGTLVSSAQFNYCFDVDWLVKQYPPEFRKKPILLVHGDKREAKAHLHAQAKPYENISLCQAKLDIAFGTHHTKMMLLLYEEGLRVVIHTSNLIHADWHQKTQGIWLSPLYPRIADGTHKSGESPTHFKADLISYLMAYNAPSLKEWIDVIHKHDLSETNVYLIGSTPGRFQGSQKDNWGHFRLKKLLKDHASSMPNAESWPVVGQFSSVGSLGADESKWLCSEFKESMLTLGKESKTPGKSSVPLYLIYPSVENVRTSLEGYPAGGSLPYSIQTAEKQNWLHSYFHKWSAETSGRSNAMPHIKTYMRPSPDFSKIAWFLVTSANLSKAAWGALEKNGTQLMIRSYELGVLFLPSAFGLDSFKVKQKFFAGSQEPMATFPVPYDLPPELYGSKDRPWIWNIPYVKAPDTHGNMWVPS
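Enzyme-compound mixtures sat 15 min at room temperature, followed by a 5 min reaction with 15 nM final substrate and 10 min with AlphaScreen beads. Recombinant human Tdp1 was used at 1 nM final.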
Numbers without * were called inactive; & = joins results of further samples; [ ] = remark or other dose. Calls come from the whole dose curve; as a rule, active = well fitted curve in the direction sought with a large enough effect; inconclusive = small, poorly fitted or top-dose-only effect, or another doubt; inactive = no such curve, though single readings can be large; an effect the other way counts as inactive or inconclusive. % is set by controls: 0 for no effect and ±100 for the full control effect; potency is the fitted concentration of half-maximal effect. An excerpt. The share of hits here may be higher or lower than overall.

Preview (2 entries):
For O=C(COc1cccc2cccnc12)Nc1cccc(S(=O)(=O)N2CCCC2)c1 the results were DT40 TDP1 no CPT inconclusive, KAT2A inh -19% and TDP1 block 1%.
Screening CC(=O)NS(=O)(=O)c1cccnc1Nc1ccc(Cl)c(Cl)c1 returned DT40 TDP1 no CPT inconclusive, KAT2A inh -4% and TDP1 block 2%.

Main list, repeating the preview:
For O=C(COc1cccc2cccnc12)Nc1cccc(S(=O)(=O)N2CCCC2)c1 the results were DT40 TDP1 no CPT inconclusive, KAT2A inh -19% and TDP1 block 1%.
Screening CC(=O)NS(=O)(=O)c1cccnc1Nc1ccc(Cl)c(Cl)c1 returned DT40 TDP1 no CPT inconclusive, KAT2A inh -4% and TDP1 block 2%.
`CCn1ncc(Br)c1C(=O)Nc1cc([N+](=O)[O-])ccc1C` gave DT40 TDP1 no CPT 6%, KAT2A inh -4% and TDP1 block 2%.
For CC(=O)Oc1ccc(/C=C/C(=O)CC2OC(Oc3cc(OC(C)=O)c4c(c3)O[C@@H](c3ccc(OC(C)=O)cc3)CC4=O)C(OC(C)=O)C(OC(C)=O)C2OC(C)=O)cc1 (some centres undefined) the results were DT40 TDP1 no CPT 7.5µM* and TDP1 block 9%[56.1 µM].
Screening CN1CCN(S(=O)(=O)c2ccc(NC(=O)C3CCCO3)cc2)CC1 (centres undefined) returned DT40 TDP1 no CPT -7%, KAT2A inh -5% and TDP1 block 7%.
Screening Cc1ccc(CNC(=O)Nc2cn(CC(C)C)c(=O)c3ccccc23)cc1 returned DT40 TDP1 no CPT inconclusive, KAT2A inh -20% and TDP1 block -1%.
O=C(CS(=O)(=O)Cc1ccccc1)Nc1ccc2c(c1)OCO2 was read as DT40 TDP1 no CPT 3%, KAT2A inh -9% and TDP1 block 6%.
For COc1ccccc1-c1cc(C2CC2)nc(N)c1C#N the results were DT40 TDP1 no CPT -8%, KAT2A inh -8% and TDP1 block -2%.
Screening CC(=O)Nc1nc(C(=O)O)cs1 returned DT40 TDP1 no CPT 0%, KAT2A inh -16% and TDP1 block 0%.
Screening COc1cc(S(=O)(=O)N2CCOCC2)cc(C(=O)OCC(=O)NC2CCCCC2)c1OC returned DT40 TDP1 no CPT -29%, KAT2A inh 0% and TDP1 block 1%.
For CC(O)[C@H](NC(=O)C1(c2ccccc2)CCN(C(=O)OC(C)(C)C)CC1)C(=O)O (some centres undefined) the results were DT40 TDP1 no CPT -29%, KAT2A inh 0% and TDP1 block 6%.
Screening CCOC(=O)Nc1ccc2c(c1)N(C(=O)CCN1CCN3CCCC3C1)c1ccccc1CC2 (centres undefined) returned DT40 TDP1 no CPT -18%, KAT2A inh -10% and TDP1 block 1%.
`Cc1ccc(/C=C(/NC(=O)c2ccccc2)C(=O)NCCc2c[nH]c3ccccc23)o1` gave DT40 TDP1 no CPT inconclusive, KAT2A inh -2% and TDP1 block 10%.
Screening CCCOc1ccc(NC(=O)CC2C(=O)N(CC)C(=S)N2CCCN2CCN(Cc3ccccc3)CC2)cc1 (centres undefined) returned DT40 TDP1 no CPT 15µM*, KAT2A inh -12% and TDP1 block 4%.
Cc1nnc(SCC(=O)Nc2ccccc2)n1CCc1ccccc1 was read as DT40 TDP1 no CPT -1%, KAT2A inh inconclusive and TDP1 block 4%.
O=C(/C=C/c1ccccc1Cl)NCc1ccccc1 was read as DT40 TDP1 no CPT -5%, KAT2A inh -5% and TDP1 block 1%.
For COc1ccccc1NC(=O)Nc1ccc2c(c1)nnn2C the results were DT40 TDP1 no CPT -20%, KAT2A inh -5% and TDP1 block 6%.
For CCNC(=O)COc1ccc(-c2ccccc2)cc1 the results were DT40 TDP1 no CPT -29%, KAT2A inh -7% and TDP1 block 4%.
`COc1ccc(CC(=O)N2CCN(c3ccccc3F)CC2)cc1OC` gave DT40 TDP1 no CPT inconclusive and KAT2A inh -6%.
`COc1ccc2cc(C(C)C(=O)N3CCC(C)CC3)ccc2c1` (centres undefined) gave DT40 TDP1 no CPT inconclusive, KAT2A inh -6% and TDP1 block 9%.
For CC1CC(C)CN(CC(=O)N2CCCc3c2c(=O)oc2ccc(OCc4ccccc4)cc32)C1 (centres undefined) the results were DT40 TDP1 no CPT 12µM*, KAT2A inh -18% and TDP1 block 6%.
Screening Cc1ccc(NC(=O)Cc2ccc3c(c2)CCCC3)cc1C returned DT40 TDP1 no CPT -20%, KAT2A inh -15% and TDP1 block -2%.
Screening CC1CCCCC12NC(=O)N(CC(=O)NCc1ccccc1Cl)C2=O (centres undefined) returned DT40 TDP1 no CPT -11%, KAT2A inh -3% and TDP1 block -1%.
`CCN1CCN(C(C)C(=O)NC2CCCCC2)CC1` (centres undefined) gave DT40 TDP1 no CPT 0% and KAT2A inh -4%.
CCc1c(CN2CCN(c3ccc(F)cc3)CC2)csc1C was read as DT40 TDP1 no CPT inconclusive, KAT2A inh 0% and TDP1 block 5%.
`NS(=O)(=O)c1ccc(CCNC(=O)C2CCCCC2)cc1` gave DT40 TDP1 no CPT 2%, KAT2A inh 1% and TDP1 block -7%.
`COc1cc2c(cc1OC)-c1nnnn1C(C)(C)C2` gave DT40 TDP1 no CPT -20%, KAT2A inh 2% and TDP1 block 6%.
For COc1ccc(N=C2CC(C)(C)CC(=O)/C2=C(/O)c2ccccc2)cc1 the results were DT40 TDP1 no CPT inconclusive, KAT2A inh -8% and TDP1 block 6%.
For Cc1sc2nc(C)n(/N=C/c3ccc(O)cc3)c(=O)c2c1C the results were DT40 TDP1 no CPT 5%, KAT2A inh -11% and TDP1 block 6%.
COc1ccc(CNC[C@@H](CCCCN(C)Cc2ccc(OC)cc2)N2C[C@H](c3ccccc3)N(CCc3ccc(Cl)c(Cl)c3)C(=O)C2=O)cc1 was read as DT40 TDP1 no CPT 4.1µM*, KAT2A inh -6% and TDP1 block 6%.
`COC(=O)c1ccccc1NC(=O)c1sc(Cl)nc1C` gave DT40 TDP1 no CPT inconclusive, KAT2A inh inconclusive and TDP1 block 5%.
Cc1ccc(SCc2ccc(C(=O)NCc3ccncc3)cc2)cc1 was read as DT40 TDP1 no CPT inconclusive, KAT2A inh -3% and TDP1 block -1%.
`N[C@@H](CCS(=O)O)C(=O)O` gave DT40 TDP1 no CPT -9%&-8%, KAT2A inh 5%&-6% and TDP1 block -4%&-4%.
`CCCCN=CC1=C(O)CC(c2ccccc2)CC1=O` (centres undefined) gave DT40 TDP1 no CPT inconclusive, KAT2A inh 2% and TDP1 block 3%.
For C/C(=N/NC(=O)c1sc(NS(=O)(=O)c2ccccc2)nc1C)c1sc(N)nc1C the results were DT40 TDP1 no CPT -5% and KAT2A inh 1%.
Screening Cc1ccc(NC(=O)c2c(C)nc3sc(C(=O)NC4CCCC4)c(N)c3c2-c2ccco2)c(C)c1 returned DT40 TDP1 no CPT 5.2µM*, KAT2A inh 9% and TDP1 block 8%.
Screening CN1CCN(Cc2c(O)c(Cl)cc3c(-c4ccccc4)cc(=O)oc23)CC1 returned DT40 TDP1 no CPT -5%, KAT2A inh -9% and TDP1 block 2%.
For CC(=O)NCCNC(=O)c1ccc(NC2=NC3CS(=O)(=O)CC3S2)cc1 (centres undefined) the results were DT40 TDP1 no CPT 3% and KAT2A inh 1%.
For CC/C(=N\Nc1nncc2ccccc12)c1ccc(F)cc1 the results were DT40 TDP1 no CPT -18%, KAT2A inh -8% and TDP1 block 4%.
For Cc1cc(C)c2nc(N3CCC(C(=O)N4CCCC4)CC3)sc2c1 the results were DT40 TDP1 no CPT inconclusive, KAT2A inh -1% and TDP1 block -2%.
For CCCOc1ccc(C(=O)NCCC(=O)NCCCC(=O)OCC)cc1 the results were DT40 TDP1 no CPT 6%, KAT2A inh 2% and TDP1 block 3%.
CCCCN1C(=S)NC[C@@H]1c1ccccc1 was read as DT40 TDP1 no CPT -19%, KAT2A inh -1% and TDP1 block 8%.
`CC(=O)Nc1ccc2c(c1)C(=O)N(c1ccc(C)cc1)C2=O` gave DT40 TDP1 no CPT -3%, KAT2A inh -14% and TDP1 block -6%.
`O=C(NCCN1CCOCC1)/C(=C\c1ccccc1Cl)NC(=O)c1ccccc1` gave DT40 TDP1 no CPT 1%, KAT2A inh -1% and TDP1 block 1%.
Fc1ccc(/C=N/Nc2nn[nH]n2)cc1 was read as DT40 TDP1 no CPT 7%, KAT2A inh -5% and TDP1 block 6%.

An excerpt from above in order of heavy-atom count, low to high:
`COC(=O)c1ccccc1NC(=O)c1sc(Cl)nc1C` gave DT40 TDP1 no CPT inconclusive, KAT2A inh inconclusive and TDP1 block 5%.
For Cc1cc(C)c2nc(N3CCC(C(=O)N4CCCC4)CC3)sc2c1 the results were DT40 TDP1 no CPT inconclusive, KAT2A inh -1% and TDP1 block -2%.
`O=C(NCCN1CCOCC1)/C(=C\c1ccccc1Cl)NC(=O)c1ccccc1` gave DT40 TDP1 no CPT 1%, KAT2A inh -1% and TDP1 block 1%.

Remaining list, next part
O=C(CCS(=O)(=O)c1ccc(Br)cc1)NCCC1=CCCCC1 was read as DT40 TDP1 no CPT -20%, KAT2A inh -15% and TDP1 block -10%.
For Cn1nnnc1SCC(=O)Nc1cc(C(F)(F)F)ccc1N1CCOCC1 the results were DT40 TDP1 no CPT -7%, KAT2A inh -1% and TDP1 block 0%.
`COC(=O)CSc1nnc(-c2cccnc2)n1-c1cc(OC)cc(OC)c1` gave DT40 TDP1 no CPT -2%, KAT2A inh -4% and TDP1 block 4%.
Cc1ccc(OCC(=O)Nc2ccc(CN3CCOCC3)cc2)cc1 was read as DT40 TDP1 no CPT 16%, KAT2A inh inconclusive and TDP1 block 2%.
c1ccc(-c2nnsc2-c2ncc[nH]2)cc1 was read as DT40 TDP1 no CPT -10%, KAT2A inh -14% and TDP1 block 0%.
c1ccc(-n2nnc3c(N4CCOCC4)ncnc32)cc1 was read as DT40 TDP1 no CPT inconclusive, KAT2A inh -5% and TDP1 block -4%.
O=C(N/N=C/c1ccc(OC(=O)c2cccs2)cc1)c1ccc(F)cc1 was read as DT40 TDP1 no CPT -17% and KAT2A inh 1%.
`Cn1c(=O)c2c(nc(CN3CCN(c4ccccc4)CC3)n2Cc2ccccc2Cl)n(C)c1=O` gave DT40 TDP1 no CPT 15µM*, KAT2A inh -4% and TDP1 block 4%.
`Cc1ccn(CCC(=O)N2CCCC(CCC(=O)N3CCN(c4ccccn4)CC3)C2)n1` (centres undefined) gave DT40 TDP1 no CPT -29%, KAT2A inh -1% and TDP1 block 3%.
For COc1ccc(C2c3c(-c4ccccc4O)n[nH]c3C(=O)N2Cc2ccco2)cc1OC (centres undefined) the results were DT40 TDP1 no CPT -20%, KAT2A inh -9% and TDP1 block 13%.
Screening CCn1c(O)c(N=NC(=O)CNC(=O)Cc2ccccc2)c2ccccc21 returned DT40 TDP1 no CPT 18%, KAT2A inh -6% and TDP1 block 2%.
COc1ccc2nc(NC(=O)c3ccc(NS(=O)(=O)c4cccs4)cc3)sc2c1 was read as DT40 TDP1 no CPT inconclusive, KAT2A inh -13% and TDP1 block 5%.
For O=C(O)c1ccc(NCc2nc3ccccc3n2Cc2ccccc2F)cc1 the results were DT40 TDP1 no CPT -1% and KAT2A inh -6%.
`c1cncc(-c2nn3c(Cn4nnc5ccccc54)nnc3s2)c1` gave DT40 TDP1 no CPT inconclusive, KAT2A inh -2% and TDP1 block 5%.
Screening COc1ccc2[nH]c3c(=O)n(CCN4CCOCC4)cnc3c2c1 returned DT40 TDP1 no CPT -15%, KAT2A inh -4% and TDP1 block 0%.
Screening CCN1CCN(C(=O)/C=C/c2ccc([N+](=O)[O-])cc2)CC1 returned DT40 TDP1 no CPT -22%, KAT2A inh -3% and TDP1 block -2%.
`O=C(CN1CCCCCC1)Nc1ccccc1[N+](=O)[O-]` gave DT40 TDP1 no CPT inconclusive and KAT2A inh -18%.
